Bcl-W Bim block: inhibitors of Bim binding to Bcl-W, primary screen, biochemical, multiplexed, bead-based flow cytometry. Bim peptide-Bcl-W binding. 0.02% of 190,000 active. inhibition, % at 10 µM. AID 952, 2007;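 also: 0% = bound tracer without compound and 100% = peptide blocker; higher means less fluorescent Bim peptide bound to Bcl-W beads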
ABCG2 block: ABCG2 efflux pump inhibitors, primary screen, multiplex with ABCB1, IgMXP3 cells, flow cytometry; inhibition, % at 6.6 µM; 0.1% of 190,000 active; AID 1325, 2008; Broad substrate specificity ATP-binding cassette transporter ABCG2 (Homo sapiens), Q9UNQ0; JC-1 efflux;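 active = inhibition above 80%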;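 also: 0% = DMSO and 100% = nicardipine control wells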
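material = IgMXP3 (ABCG2) plus far-red-tagged CCRF-Adr (ABCB1) cells | amount = 3 million cells/mL, equal mix of both lines | also added = JC-1 transporter substrate | dosing = one concentration, 6.6 µM final | schedule = 10 min at 25 °C | measured by = flow cytometric JC-1 green MFI at 530 nm | read-out basis = percent efflux inhibition, scaled nicardipine 100% to DMSO 0%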
Bcl-2 Bim block: inhibitors of Bim-Bcl-2 binding, primary screen, biochemical, multiplexed, human Bcl-2 family | AID 950, 2007 | Bead-based flow cytometry, Bim peptide-Bcl-2 binding | inhibition, % at 10 µM | 0.06% of 190,000 active; in the data active = inhibition above about 40%; inconclusive = no clear call, values can overlap the other calls;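 also: 0% = no compound wells with probe peptide and 100% = reference peptide inhibitor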
Target sequence (P10415 whole entry, looked up): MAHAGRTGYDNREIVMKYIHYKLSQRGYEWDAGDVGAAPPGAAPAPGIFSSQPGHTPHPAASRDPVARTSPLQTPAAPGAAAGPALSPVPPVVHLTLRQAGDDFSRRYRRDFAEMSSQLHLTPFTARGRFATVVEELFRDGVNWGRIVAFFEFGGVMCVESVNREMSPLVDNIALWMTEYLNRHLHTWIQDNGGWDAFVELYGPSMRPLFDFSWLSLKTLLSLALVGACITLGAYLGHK
Bcl-B Bim block: inhibitors of Bim-Bcl-B binding, primary screen, biochemical, multiplexed, human Bcl-2 family; Bcl-2-like protein 10 (Homo sapiens), Q9HD36; bead-based flow cytometry, Bim peptide-Bcl-B binding; inhibition, % at 10 µM; 0.073% of 190,000 active; AID 951, 2007;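 also: 0% = tracer peptide without compound and 100% = reference inhibitor peptide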
Target sequence (Q9HD36 whole entry, looked up): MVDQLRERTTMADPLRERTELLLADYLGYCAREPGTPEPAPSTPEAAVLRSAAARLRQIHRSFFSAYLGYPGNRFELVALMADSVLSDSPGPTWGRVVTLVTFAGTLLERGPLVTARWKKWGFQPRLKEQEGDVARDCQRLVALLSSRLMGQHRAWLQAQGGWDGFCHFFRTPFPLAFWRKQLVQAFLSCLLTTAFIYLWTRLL
Bim-Bfl-1: inhibitors of Bim binding to Bfl-1, primary screen, biochemical, multiplexed, bead-based flow cytometry. AID 1008, 2008. Bim-Bfl-1 binding inhibition. Bcl-2-related protein A1 (Homo sapiens), Q16548. inhibition, % at 10 µM. 0.12% of 190,000 active;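 also: 0% = wells without compound plus tracer and 100% = blocker peptide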
ABCB1 inh: ABCB1 efflux pump inhibitors, primary screen, cell-based, multiplex, flow cytometry, ABCG2 counter-screen; ATP-dependent translocase ABCB1 (Homo sapiens), P08183; CCRF-Adr cells, JC-1 efflux; inhibition, % at 6.6 µM; 0.067% of 190,000 active; AID 1326, 2008; in the data active = inhibition above about 40%;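 also: 0% = vehicle and 100% = reference inhibitor; higher value means more JC-1 retained so stronger ABCB1 efflux block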
RGS4-Gao reg: modulators of RGS4 binding to Galphao, primary screen, biochemical, multiplexed bead flow cytometry | Guanine nucleotide-binding protein G(o) subunit alpha (Homo sapiens), P09471 | actives lie on both sides | binding response (% of control), % at 10 µM | 0.33% of 220,000 active | AID 1415, 2008; in the data active = binding response below about 49% or above about 150%; inactive = in between;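 also: fluorescent Galphao activated with aluminum fluoride binding bead-coupled RGS4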
Target sequence (P09471 whole entry, looked up): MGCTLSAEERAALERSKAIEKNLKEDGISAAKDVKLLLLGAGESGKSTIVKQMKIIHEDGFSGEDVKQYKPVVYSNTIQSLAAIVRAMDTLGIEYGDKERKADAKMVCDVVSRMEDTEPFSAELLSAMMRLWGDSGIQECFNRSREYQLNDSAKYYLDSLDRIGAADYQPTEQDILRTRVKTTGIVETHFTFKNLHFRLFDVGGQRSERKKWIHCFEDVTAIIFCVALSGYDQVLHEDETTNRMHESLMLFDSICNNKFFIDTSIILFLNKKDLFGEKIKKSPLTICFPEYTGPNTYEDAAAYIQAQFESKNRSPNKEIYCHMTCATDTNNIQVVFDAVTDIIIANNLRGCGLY
GSH fluor: compound fluorescence on glutathione beads, profiling panel, artefact control, biophysical, 488/530 nm, flow cytometry | GSH beads flow cytometry, compound fluorescence 488/530 nm; stronger effect = higher value | fluorescence (KMESF) at 10 µM | 0.25% of 190,000 active | AID 1776, 2009; in the data active = fluorescence above about 89;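 also: glutathione beads carrying GST-tagged Bcl family fusion proteins plus one bare bead set; values are compound well signal with DMSO vehicle wells as background; inactives centre near 16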
RGS7-Gao: RGS7-Galphao binding modulators, primary screen, biochemical, multiplexed bead flow cytometry | 0.35% of 220,000 active | binding response (% of control), % at 10 µM | actives lie on both sides; in the data active = binding response below about 49% or above about 150%; inconclusive = no clear call, values can overlap the other calls; inactive = in between;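 also: fluorescent Galphao held in activated GDP-AlF4 state binding bead-coupled RGS7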
RGS8-Gao: RGS8-Galphao binding modulators, primary screen, biochemical, multiplexed bead flow cytometry. 0.34% of 220,000 active. AID 1423, 2008. actives lie on both sides. response (percent of control binding), % at 10 µM. Guanine nucleotide-binding protein G(o) subunit alpha (Homo sapiens), P09471; in the data active = response below about 60% or above about 140%; inactive = in between;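 also: Galphao activated as the GDP aluminium fluoride complex binding bead-coupled RGS8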
Bcl-XL Bim block: inhibitors of Bim-Bcl-XL binding, primary screen, biochemical, multiplexed, bead flow cytometry, human Bcl-XL; Bcl-2-like protein 1 (Homo sapiens), Q07817; Bim peptide-Bcl-XL binding, fluorescence; inhibition, % at 10 µM; 0.04% of 190,000 active; AID 1007, 2008
The depositor's hits bear a star; ? = inconclusive. Rule as the data show it, unless noted: active = inhibition above about 40%.

Every second line gives: Bcl-W Bim block, ABCG2 block, Bcl-2 Bim block, Bcl-B Bim block, Bim-Bfl-1, ABCB1 inh, RGS4-Gao reg, GSH fluor, RGS7-Gao, RGS8-Gao, Bcl-XL Bim block
[1] CCOc1cc(/C=N/n2nnnc2N)ccc1OCc1c(C)no[n+]1[O-]
  0, 30, 5, 0, 1, 0.9, 92, 7, 97, 75, 0
[2] COc1ccc(C(=O)NCc2nnc(SCC(=O)Nc3ccccc3F)o2)cc1
  -2, 5, -3, -7, -1, 0.3, 102, 20, 95, 100, -3
[3] Cc1cc(-c2ccccc2)n(-c2ccc(C(N)=O)cc2)n1
  -6, 1, -10, -11, -17, 0.1, 98, 19, 101, 100, -11
[4] COCc1c(C(=O)Nc2nc(C)cs2)oc2ccccc12
  -1, 12, -11, -10, -6, 0.7, 102, 16, ?, 98, -5
[5] C=CC#CC1(O)CC(C)[N+](C)(C)CC1C (stereo not given)
  5, 0, 1, -7, -1, -0.5, 96, 13, 99, 97, -1
[6] COc1cccc(NC(=O)c2nnn(Cc3ccc(Br)cc3F)c2N)c1
  1, 1, -11, -8, -12, 0.2, 103, 23, 103, 102, -4
[7] Cc1ccc(C)c(CN2C(=O)COc3ccc(C(=O)c4ccccc4C(=O)O)cc32)c1
  0, 8, -1, -3, -4, 1.5, 100, 13, 98, 101, 0
[8] COC(=O)c1ccc(CN2CCN(CCC(C)C)C(CCO)C2)cc1 (stereo not given)
  -3, 1, -5, -4, -11, 0.3, 98, 14, 100, 100, -3
[9] Cn1c(OCc2cccnc2)nc2c1c(=O)n(Cc1ccc(Br)cc1)c(=O)n2C
  -2, 7, -2, -5, 4, 2.1, 106, 66, 105, 106, -3
[10] CN(CCNC(=O)C1CCN(S(=O)(=O)N2CCOCC2)CC1)CCc1ccccc1
  0, 2, 1, 0, 0, 0.2, 100, 12, 99, 99, 0
[11] O=C(c1ccco1)N1CCN(c2ncnc3c2[nH]c2ccccc23)CC1
  -8, 2, -5, -8, 0, 1.2, 101, 17, 100, 100, -5
[12] COc1ccc(OC)c(NC(=O)CSc2nnnn2C)c1
  2, 6, 0, -7, -7, -0.1, 99, 23, 91, 100, -4
[13] CCOc1nc(NC(=O)NS(=O)(=O)Oc2cccc(Cl)c2)nc(-c2ccccc2)n1
  -2, 1, -3, -6, -3, 0.8, 104, 23, 100, 105, -6
[14] O=C(C[n+]1cc(-c2ccccc2)n2c1CCCCC2)c1ccc(Cl)cc1
  4, 1, 2, 0, 0, -0.1, 102, 10, 103, 105, 1
[15] COc1ccccc1NC(=O)c1ccc(CN(c2cc(Cl)ccc2C)S(=O)(=O)c2ccccc2)cc1
  0, 2, -1, -1, -2, 1.3, 101, 10, 103, 105, -2
[16] Nn1c(SC/C=C/c2ccccc2)nnc1-c1ccco1
  -1, 1, -2, 0, 1, 0.2, 107, 17, 99, 103, 2
[17] COC(=O)c1cccc(Cn2nnc3ccccc3c2=O)c1
  -1, 0, -3, 0, -1, -0.1, 100, 56, 102, 98, 6
[18] CCOC(=O)Cc1csc(NC(=O)CSc2ncnc3c2cnn3-c2ccccc2Cl)n1
  0, 17, -6, -7, -13, 1.5, 102, 24, 105, 101, -3
[19] CCOC(=O)c1c(-c2ccccc2)csc1NC(=S)NC
  0, 12, -4, -27, 1, -0.1, 101, 2, 103, 102, -7
[20] CC(=O)Nc1ccc(NC(=O)C(C)OC(=O)/C=C/c2cn(-c3ccccc3)nc2-c2cccnc2)cc1 (stereo not given)
  0, 18, 3, 0, 0, 0.1, 103, 23, 104, 104, -2

6 entries out of the list, ordered by length of the SMILES, smallest number first.
Every second line gives: Bcl-W Bim block, ABCG2 block, Bcl-2 Bim block, Bcl-B Bim block, Bim-Bfl-1, ABCB1 inh, RGS4-Gao reg, GSH fluor, RGS7-Gao, RGS8-Gao, Bcl-XL Bim block
[5] C=CC#CC1(O)CC(C)[N+](C)(C)CC1C (stereo not given)
  5, 0, 1, -7, -1, -0.5, 96, 13, 99, 97, -1
[19] CCOC(=O)c1c(-c2ccccc2)csc1NC(=S)NC
  0, 12, -4, -27, 1, -0.1, 101, 2, 103, 102, -7
[1] CCOc1cc(/C=N/n2nnnc2N)ccc1OCc1c(C)no[n+]1[O-]
  0, 30, 5, 0, 1, 0.9, 92, 7, 97, 75, 0
[10] CN(CCNC(=O)C1CCN(S(=O)(=O)N2CCOCC2)CC1)CCc1ccccc1
  0, 2, 1, 0, 0, 0.2, 100, 12, 99, 99, 0
[9] Cn1c(OCc2cccnc2)nc2c1c(=O)n(Cc1ccc(Br)cc1)c(=O)n2C
  -2, 7, -2, -5, 4, 2.1, 106, 66, 105, 106, -3
[7] Cc1ccc(C)c(CN2C(=O)COc3ccc(C(=O)c4ccccc4C(=O)O)cc32)c1
  0, 8, -1, -3, -4, 1.5, 100, 13, 98, 101, 0

Carrying on.
Every second line gives: Bcl-W Bim block, ABCG2 block, Bcl-2 Bim block, Bcl-B Bim block, Bim-Bfl-1, ABCB1 inh, RGS4-Gao reg, GSH fluor, RGS7-Gao, RGS8-Gao, Bcl-XL Bim block
[21] CN(C)CCSc1nc(-c2ccccc2)nc2c1CCC2
  -8, 0, -8, -7, -3, -0.1, 97, 20, 94, 96, -9
[22] CCOc1ccccc1Nc1cc(C)nc2nnnn12
  -4, 2, -3, -4, -6, -0.1, 101, 16, 101, 101, -3
[23] COc1ccc(C(=O)CN2C(=O)NC3(CCCCC3)C2=O)cc1OC
  1, 9, 0, -2, -3, 1.0, 99, 12, ?, 101, -1
[24] Cc1cc(C(F)(F)F)nn1CC(=O)NNC(=S)Nc1cccc(Cl)c1
  -4, 1, -7, -5, -5, -0.1, 103, 45, 102, 102, -7
[25] N=C1CCCN1CC(=O)c1ccc(Br)cc1
  -7, -6, 0, -3, 0, -0.3, 103, 16, 105, 100, -8
[26] O=c1[nH]c(-c2ccccc2O)nc2c1CCCC2
  -1, 29, -9, -9, -14, 0.4, 99, 20, 99, 98, -3
[27] CCOc1ccc(CN2CCN(CC3=Cc4cccc(OC)c4OC3)CC2CCO)cc1 (stereo not given)
  -1, 1, -2, -4, -6, 0.7, 103, 14, 104, 105, -5
[28] CCn1c(O)c(N=NC(=O)CNC(=O)c2ccco2)c2ccccc21
  16, -4, 16, 14, 17, -0.6, 104, 12, 119, 96, 19
[29] CCCCn1c(N)c(N(CCC(C)C)C(=O)COC(=O)c2ccco2)c(=O)[nH]c1=O
  -2, 1, -1, 0, 0, 0.7, 102, 19, 103, 106, 0
[30] O=CN1CCN(C(C(=O)NC2CCCC2)c2ccc(Cl)cc2)CC1 (stereo not given)
  1, 3, -8, -9, -10, 0.4, 102, 35, 102, 101, -4
[31] CC(=O)c1ccc(N2CCN(C(=O)c3ccc4nc[nH]c4c3)CC2)cc1
  -3, 15, 0, -1, 0, 0.8, 96, 10, 97, 96, -6
[32] COc1cc2c(cc1OC)C(C)N(Cc1ccc3c(c1)OCO3)CC2 (stereo not given)
  -1, 0, -6, -2, -9, 0.7, 101, 20, 104, 100, -4
[33] Cc1ccc(N2CC(c3nc4ccccc4n3C)CC2=O)cc1C (stereo not given)
  0, 0, -3, -3, -6, 0.5, 99, 17, 97, 99, -4
[34] COC(=O)c1ccc(CSc2nnc(C)n2N)o1
  1, 2, -8, -1, -23, 0.1, 98, 10, 97, 95, -2
[35] CCS(=O)(=O)N1CCN(C(=O)c2ccc(-c3ccccc3)cc2)CC1
  0, 1, 0, -1, -2, 0.3, 97, 13, 101, 99, 0
[36] O=C(CSc1ccc(-c2ccco2)nn1)c1ccccc1
  -5, 5, 0, -3, 6, 0.0, 102, 18, 94, 99, -8
[37] O=C(N/N=C/c1sc(N2CCOCC2)nc1-c1ccccc1)c1ccc(O)cc1
  6, 9, 2, 2, -2, 0.3, 100, 12, ?, 99, 6
[38] Cc1c(NC(=O)C(C)N2C(=O)c3ccccc3C2=O)c(=O)n(-c2ccccc2)n1C (stereo not given)
  0, 21, -9, -10, -16, 0.8, 98, 36, 100, 99, -8
[39] COc1ccc(OCCCC(=O)NCc2ccco2)cc1
  -5, 3, -4, -2, -2, 0.6, 98, 18, 97, 99, -1
[40] CCn1c(SCC(=O)c2ccc(NC(C)=O)c(OC)c2)nnc1-c1ccc(NS(C)(=O)=O)cc1
  2, 0, 2, 4, 1, 0.0, 106, 7, 105, 105, 3
[41] CC(CNC(=O)c1ccc(N)cc1)NC(=O)c1ccc(N)cc1 (stereo not given)
  1, -4, 0, -1, -5, -0.8, 104, 12, 101, 102, 0
[42] COc1cc(NC(=O)CSc2nc3cc(C)ccc3cc2C)c(C(=O)O)cc1OC
  -9, 1, -8, -10, -16, -0.1, 102, 21, 102, 102, -13
[43] O=C(C1CCN(C2CCN(Cc3ccc4cc(F)ccc4n3)CC2)CC1)N1CCCC1
  1, 10, 2, -1, -4, 0.5, 99, 10, 106, 98, 1

Compound activity: PubChem BioAssay, NMMLSC
